Assay outcomes deposited in PubChem BioAssay by several laboratories.
NS3 helicase inh – blocks Hepatitis C virus NS3 helicase unwinding; NS3 helicase DNA unwinding, Cy5 molecular beacon fluorescence; inhibition, % at 10.9 µM; actives 0.56% (n = 290,000); AID 1800;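 active = inhibition above the mean of all tested compounds plus 3 SD, set per campaign, cut at about 35% in these data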;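 also: 0% = DMSO wells and 100% = thioflavine S control wells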
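Material: hepatitis C virus NS3 helicase domain fragment enzyme; measured by: Cy5 fluorescence, 0 and 60 min reads; control set: DMSO and thioflavine S; incubation: 60 min unwinding reaction at 25 °C after ATP addition; read-out basis: % inhibition from 60/0 min fluorescence ratio, DMSO 0%, thioflavine S 100%; repeats: singlicate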
GalR3 antag – blocks the human galanin receptor 3; O60755; actives 0.44% (n = 360,000); HEK293 GalR3-CNG cAMP membrane potential fluorescence; galR3 body fused to GalR1 C-terminus; inhibition, % at 3 µM;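 active = inhibition above the screen-wide average plus 3 SD, cut at about 13% in these data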;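 also: forskolin and galanin both at EC90 stimulate the cells; cAMP rise reported by CNG channel membrane potential dye signal; 0% = forskolin plus galanin with DMSO and 100% = forskolin alone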
Target sequence (O60755 1-299 limits assumed): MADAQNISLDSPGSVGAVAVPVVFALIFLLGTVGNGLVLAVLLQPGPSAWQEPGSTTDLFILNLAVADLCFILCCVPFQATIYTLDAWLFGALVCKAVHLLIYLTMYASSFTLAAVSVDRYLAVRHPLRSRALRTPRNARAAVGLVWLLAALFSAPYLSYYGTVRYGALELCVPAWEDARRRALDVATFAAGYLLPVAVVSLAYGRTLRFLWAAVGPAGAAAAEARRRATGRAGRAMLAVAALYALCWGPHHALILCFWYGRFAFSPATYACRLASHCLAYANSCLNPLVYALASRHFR
V1R ag counter – counter-screen for oxytocin receptor agonists: human V1a receptor agonists; P37288; CHO-V1R cells, Fluo-8 calcium fluorescence, agonist mode; 0% DMSO, 100% 3 nM vasopressin; activation, % at 3 µM; actives 0.25% (n = 320,000); AID 2797;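 active = activation above the mean activation of all tested compounds plus 3 SD, per screening run, cut at about 20% in these data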;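 also: signal is peak over basal fluorescence ratio across a 100 second FLIPR read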
Target sequence (P37288 whole entry, looked up): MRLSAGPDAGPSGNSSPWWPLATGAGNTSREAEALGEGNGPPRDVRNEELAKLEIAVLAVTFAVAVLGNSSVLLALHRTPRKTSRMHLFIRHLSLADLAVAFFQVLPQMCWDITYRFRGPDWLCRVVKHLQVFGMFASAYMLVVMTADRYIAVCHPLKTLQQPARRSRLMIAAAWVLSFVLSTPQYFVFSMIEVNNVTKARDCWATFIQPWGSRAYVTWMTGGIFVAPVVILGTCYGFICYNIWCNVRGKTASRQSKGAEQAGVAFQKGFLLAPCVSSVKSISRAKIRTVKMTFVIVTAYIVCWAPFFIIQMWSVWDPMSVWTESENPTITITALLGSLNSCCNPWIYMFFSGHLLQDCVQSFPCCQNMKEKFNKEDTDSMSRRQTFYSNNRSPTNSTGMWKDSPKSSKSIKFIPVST
PHOSPHO1 inh – PHOSPHO1 (human) inhibition; Q8TCT1; recombinant PHOSPHO1, absorbance phosphatase assay; inhibition, % at 13.3 µM; actives 1.1% (n = 290,000); in the data active = inhibition above about 60%
IMP-1 inhibitor – blocks Pseudomonas aeruginosa IMP-1 metallo-beta-lactamase; actives 0.45% (n = 290,000); inhibition, % at 5.6 µM; AID 1556; purified IMP-1, nitrocefin hydrolysis, epi-absorbance fluorescence;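 active = inhibition above the mean plus 3 SD of all compounds in the same screening run, cut at about 4.5% in these data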;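 also: 0% = IMP-1 with DMSO and 100% = DMSO wells lacking enzyme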
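System – purified recombinant IMP-1 beta-lactamase · Input – IMP-1 dispensed at 0.2 nM · Timing – 15 min preincubation plus 25 min reaction at 25 °C · Signal – Epi-absorbance fluorescence, 480 nm excitation, 530 nm emission · Measure – percent IMP-1 inhibition derived from blank-referenced optical density · Controls – Enzyme-plus-DMSO low control, enzyme-free DMSO high control · Replication – singlicate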
OXTR ag – human OXTR agonism. activation, % at 3 µM. actives 0.32% (n = 320,000). AID 2435. P30559. CHO-OTR cells, Fluo-8 calcium fluorescence; normalized: DMSO 0%, oxytocin 100%;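 active = activation above the mean of all tested compounds plus 3 SD, cutoff set per screening run, cut at about 20% in these data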;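 also: peak over basal fluorescence ratio from a 100 s FLIPR kinetic read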
Target sequence (P30559 whole entry, looked up): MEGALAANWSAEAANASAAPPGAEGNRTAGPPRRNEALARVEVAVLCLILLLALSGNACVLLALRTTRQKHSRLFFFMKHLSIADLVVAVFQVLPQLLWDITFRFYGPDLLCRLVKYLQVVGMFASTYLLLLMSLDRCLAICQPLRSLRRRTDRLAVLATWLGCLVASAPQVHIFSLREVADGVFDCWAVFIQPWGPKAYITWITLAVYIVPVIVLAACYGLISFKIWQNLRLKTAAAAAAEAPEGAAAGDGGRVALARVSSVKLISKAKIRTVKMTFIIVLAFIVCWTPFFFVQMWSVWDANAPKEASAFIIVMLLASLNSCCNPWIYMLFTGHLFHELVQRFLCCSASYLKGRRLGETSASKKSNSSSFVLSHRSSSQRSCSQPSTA
FID counter – fluorescent intercalator displacement, NS3 helicase counter-screen; DNA fluorescent intercalator displacement, fluorescence; inhibition, % at 7.9 µM; actives 0.17% (n = 290,000); AID 1845; in the data active = inhibition above about 37%;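 also: 0% = vehicle and 100% = reference compound; higher means more ethidium bromide displaced from hairpin DNA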
GPR7 antagonist – antagonists of human GPR7 (neuropeptides B/W receptor 1); P48145; GPR7-expressing cells, fluorescence antagonist assay; inhibition, % at 4.4 µM; actives 1.1% (n = 290,000); AID 1861; in the data active = inhibition above about 16%, passing the limit was not always enough;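 also: cells stimulated with the agonist NPW; 0% = agonist with vehicle and 100% = vehicle without agonist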
VIM-2 inhibitor – blocks Pseudomonas aeruginosa VIM-2 metallo-beta-lactamase; purified VIM-2, nitrocefin hydrolysis, epi-absorbance fluorescence; inhibition, % at 5.6 µM; actives 0.89% (n = 290,000);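 active = inhibition above the mean of all tested compounds plus 3 SD, cutoff set per screening run, cut at about 7.5% in these data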;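 also: red hydrolysis product quenches plate fluorescence so inhibitors raise well fluorescence; 0% = enzyme with DMSO and 100% = DMSO without enzyme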
The depositor's hits bear a star; / = no result given.

SMILES	NS3 helicase inh	GalR3 antag	V1R ag counter	PHOSPHO1 inh	IMP-1 inhibitor	OXTR ag	FID counter	GPR7 antagonist	VIM-2 inhibitor
CCc1ccc(OCC(=O)N(Cc2ccccc2)C2CCS(=O)(=O)C2)cc1 (stereo unspecified)	-3	-9	1.2	22	-0.2	2.0	-38	-1	-4.2
CCOC(=O)CNC(=O)CSc1nnc(-c2ccco2)n1N	6	5	-0.3	18	-1.9	-0.1	-1	-20	-0.3
Cc1ccc(OCC(=O)N/N=C/c2ccc([N+](=O)[O-])o2)cc1	13	-3	0.6	44	-3.7	0.9	0	-1	-1.2
CCOC(=O)c1ccc(S(=O)(=O)N2CCN(CCC#N)CC2)cc1	-1	6	0.4	26	-3.3	-0.5	3	-4	-1.1
CN(C)C(=O)CSc1nnc(NC(=O)CCc2ccccc2)s1	3	0	-0.5	20	-2.1	-0.5	-10	-2	-0.5
COc1nc(Oc2ccc(C(=O)O)cc2)nc(Oc2ccc(C(=O)O)cc2)n1	2	-7	0.3	16	-3.0	0.3	2	-3	-2.3
COC(=O)c1ccc(NC(=O)CSc2nnc(CNc3ccc(F)cc3)n2C)cc1	-2	-3	-0.7	-12	-0.3	0.7	-17	-1	-1.5
CC(C)(C)NC(=O)C(c1cccnc1)N(C(=O)c1csnn1)c1ccccc1 (stereo unspecified)	4	-4	-0.8	51	-2.5	-0.2	-5	-3	-4.1
COCCCNCCOCCSc1ccc(Cl)cc1	-6	-4	0.6	-2	-2.0	-0.6	10	-9	-3.8
COc1ccc(CNC(=O)/C(C#N)=C/c2cccc(OC)c2OC)cc1	-24	-8	2.4	25	-0.8	-1.2	-20	25	1.4
O=C(CSc1nnc(-c2ccco2)n1Cc1ccccc1)c1ccccc1	12	-3	0.8	59	-6.5	-1.3	-42	-4	-2.3
CCOC(=O)c1sc(NC(=S)NC(=O)c2ccco2)nc1C	13	-2	-0.1	6	-0.9	-0.4	-3	12	-0.7
COc1ccc(CC(=O)N2CCCc3ccccc32)cc1OC	-1	-4	1.0	-21	-3.1	0.3	-16	-6	-1.1
CC(C)c1ccc(/C=C/C(=O)O)cc1	-8	-4	0.6	5	-1.2	0.5	-3	6	-0.7
CC(=O)Nc1cc(C(F)(F)F)ccc1N1CCOCC1	8	-5	0.9	-7	0.0	-0.6	1	0	-2.8
O=C(c1ccccc1)N1CCN(C(=O)c2cccnc2)CC1	-7	7	0.0	-7	-4.4	-0.1	2	-5	-2.2
COc1ccc(-n2nc(C(=O)NCC(=O)NCCCN3CCOCC3)c3ccccc3c2=O)cc1Cl	1	-6	1.5	14	-1.9	0.1	10	0	-1.8
Cc1ccc(N(CC(=O)N2CCN(c3ccc(F)cc3)CC2)S(=O)(=O)c2c(C)noc2C)cc1	-24	-7	1.1	18	-1.5	-1.9	-49	-3	-3.0
O=C(Nc1cccc(Cl)c1)Nc1ccc(Cl)cn1	2	5	0.4	-8	-3.2	0.0	-1	-6	-2.1
CCOC(=O)CSc1nccc(N(C)C)c1C#N	9	-1	1.5	0	-2.5	-0.1	-3	-9	-3.5
CCc1ccc(N2C(=O)CN(Cc3sccc3C)C2=S)cc1	3	-2	0.0	-5	-0.8	-2.2	-13	7	-1.6
CCn1cnc2sc(-c3ccccc3)cc2c1=O	-17	-6	1.6	-12	-1.6	1.7	-7	-2	1.3
COC(=O)c1cc(Br)c(=O)n(CCC2=CCCCC2)c1	5	0	-1.3	35	-4.6	-2.0	-12	-5	-2.3
Cc1ccc(CNC(=O)C2CCCN(S(=O)(=O)c3c(C)[nH]c(=O)[nH]c3=O)C2)cc1 (stereo unspecified)	6	5	0.8	-3	-2.4	0.9	-7	-11	-0.1
O=C(NCc1cccnc1)C1CCC(CNS(=O)(=O)c2cccc3nsnc23)CC1 (stereo unspecified)	-2	-5	-0.3	37	-1.1	0.5	-5	5	-0.4

More records
SMILES	NS3 helicase inh	GalR3 antag	V1R ag counter	PHOSPHO1 inh	IMP-1 inhibitor	OXTR ag	FID counter	GPR7 antagonist	VIM-2 inhibitor
CC(C)(C)C1CCC(OC(=O)C[N+]2(C)CCCC2)CC1 (stereo unspecified)	-5	-9	-0.6	-26	-1.0	-1.1	6	11	3.4
CCC(CC)C(=O)Nc1cccc(C(=O)Nc2ccc3c(c2)OCO3)c1	-4	0	0.8	42	-1.6	3.1	-10	-11	-2.7
O=C(CCCN1C(=O)CCC1=O)Nc1ccc(Br)cc1F	-12	-4	-0.6	0	-1.9	-0.5	1	-4	1.3
Cc1ccc2nc(-c3cccnc3)c(NC3CCCCC3)n2c1	-12	0	1.7	-12	-0.6	-0.4	0	-9	-3.3
CCOc1nc2c(c(-c3cccs3)c1C#N)Cc1ccccc1-2	9	-5	1.2	-5	-3.1	-0.6	1	-13	-2.5
CCOC(=O)C1=C(c2ccccc2)NC(=O)NC1c1ccc(OC)cc1 (stereo unspecified)	-1	-3	-0.2	-25	-5.7	-0.8	-18	1	-4.2
Cn1c(C(=O)NCCCN2CCN(c3ccccc3F)CC2)cc2c(=O)n(C)c3ccccc3c21	-41	-3	-0.8	-5	-0.8	-2.1	8	-10	15*
COc1ccc(OCC(O)CNC(=O)Nc2ccccc2)cc1 (stereo unspecified)	0	-2	13	8	2.8	-2.2	-13	1	3.0
O=C(NCc1cccc(Cl)c1)c1ccc(S(=O)(=O)Nc2cccc(C(F)(F)F)c2)cc1	-2	-2	6.0	-9	-2.7	3.5	-7	0	0.2
CSCCC(NC(=O)COc1ccccc1)C(=O)OCC(=O)c1cc2ccccc2o1 (stereo unspecified)	6	-2	1.6	0	-1.9	4.2	-14	-8	-1.3
CC(=O)C1=C(O)C(=O)N(c2ccc(Br)cn2)C1c1cccc([N+](=O)[O-])c1 (stereo unspecified)	32	-10	0.4	-6	-2.1	0.4	-8	6	-1.9
Cc1ccc(NC(=O)c2cc(-c3ccccc3)n[nH]2)cc1	6	-8	/	-3	-3.3	/	-5	-12	-1.9
NC(=O)c1cc(S(=O)(=O)NCc2cccs2)cs1	-1	-6	1.1	38	-2.9	4.8	-5	-8	0.3
Cc1nn(C(=O)C(C)N2C(=O)c3ccccc3C2=O)c(C)c1Br (stereo unspecified)	-4	3	/	-5	-2.0	/	7	-11	1.0
Cc1ccc(C)c(NC(=S)N2CCC(NC(=O)c3ccco3)CC2)c1	9	-7	0.2	-14	-2.0	0.0	-6	2	-1.5
COc1cccc(Oc2ccc(N)cc2)c1	-3	-3	0.6	3	-0.9	0.0	5	-9	-1.6
Cc1nn2c(=O)cc(CSCC(=O)Nc3ccccc3F)nc2s1	20	-1	0.7	42	-0.5	1.5	-7	-3	0.9
O=S(=O)(Nc1cccc(C(F)(F)F)c1)c1cnc[nH]1	-5	-3	-0.3	11	-2.5	0.0	1	-12	-2.5
CCOc1ncccc1C(=O)OC(C)C(=O)Nc1ccc(CC)cc1 (stereo unspecified)	-4	1	0.4	2	-2.6	-0.4	-21	-17	-1.4
COCC(=O)Nc1ccccc1NC(C)=O	-3	-4	-0.7	24	-2.3	-0.5	-1	-7	-0.7
C(=N\n1cnnc1)/c1ccc(N2CCOCC2)cc1	19	-6	0.1	-8	-2.3	-0.4	1	-14	-2.7
O=C1CC(C(=O)Nc2ccccc2)N=C(N2CCCCC2)N1 (stereo unspecified)	1	2	-1.4	-10	-3.2	-1.0	-3	-8	-3.9
Cn1c(CSCc2ccccc2)nnc1SCC(=O)Nc1nccs1	1	-5	7.1	-21	-2.9	10	-21	-16	-0.7
COc1ccc(CN2CCSCC2)cc1C	9	3	1.3	1	-1.7	1.9	-7	-10	-2.6
N/C(=N\OC(=O)c1cccnc1)c1ccc(Cl)cc1Cl	-5	-4	0.5	38	-2.0	-0.6	-1	-6	0.1

Additional entries:
SMILES	NS3 helicase inh	GalR3 antag	V1R ag counter	PHOSPHO1 inh	IMP-1 inhibitor	OXTR ag	FID counter	GPR7 antagonist	VIM-2 inhibitor
O=C(C1CC2CCC1C2)N1CCN(Cc2ccc3c(c2)OCO3)CC1 (stereo unspecified)	-3	2	-0.2	27	-1.5	-0.9	-16	-3	-1.8
Cc1csc2c(=O)sc(NC(=O)c3ccc(F)cc3Cl)nc12	-20	0	4.3	-2	-4.0	5.7	-4	-11	-2.9
COc1cc(C(=O)Nc2nnc(C3=COCCO3)o2)cc(OC)c1OC	0	-3	-0.2	24	-4.4	0.2	-18	-7	-4.2
c1ccc(CSc2snnc2-c2ccccc2)cc1	8	1	-0.3	-33	-2.1	-0.7	-4	0	0.0
COc1ccc(-c2nc3ncccc3o2)cc1NC(=O)c1cccs1	8	-7	2.3	37	-3.6	2.8	-31	-10	-1.3
COc1ccc(N(C(=O)c2snc(C(N)=O)c2N)C(C(=O)NC2CCCCC2)c2ccc(C)o2)cc1 (stereo unspecified)	-13	-2	-0.5	28	-2.8	-0.5	-31	-22	-4.8
CCNC(=O)N1CCCC(C(=O)c2ccc3cc(OC)ccc3c2)C1 (stereo unspecified)	-5	-2	1.5	20	-2.0	-1.1	-16	12	-1.2
C1CCCN(c2nc3nonc3nc2N2CCCCCC2)CC1	-4	-5	-1.3	-4	-3.1	-1.3	-7	0	-3.8
CCN(CC)C(=S)Nc1ccc(OC)cc1	-2	-1	0.2	-5	-1.2	0.5	0	-5	-2.2
Cc1ccc2nc(-c3ccccn3)oc2c1	6	-5	-0.8	11	-1.9	-2.3	-2	-15	-0.4
NC(=O)CC(NC(=O)Cc1ccc(Br)cc1)c1ccc(NC2CCN(Cc3ccccc3)CC2)c([N+](=O)[O-])c1 (stereo unspecified)	-37	-1	0.4	-7	-1.6	-0.8	11	-8	-1.2
CCN(CC)c1ccc2nc3ccccc3[n+](CC)c2c1	57*	/	0.5	-100	-9.2	-1.3	31	-17	11*
CCOC(=O)C(C(=O)NCc1cccc(OC)c1)c1ncc(C(F)(F)F)cc1Cl (stereo unspecified)	13	-2	-1.0	11	-2.6	-3.2	-16	-13	-1.0
COc1cc(OC)c2c(O)c3c(c(-c4c5c(c(O)c6c(OC)cc(OC)cc46)CO[C@@H](C)[C@H]5O)c2c1)[C@H](O)[C@H](C)OC3	36*	/	3.0	16	-2.3	5.7	-31	-14	-1.4
CC(C)c1ccc(C(C(=O)NC(C)(C)C)N(C(=O)CNC(=O)c2ccco2)c2cccnc2)cc1 (stereo unspecified)	4	-5	-0.9	-16	-2.9	-0.5	-16	-7	-4.6
O=S(=O)(NCc1ccccc1Cl)c1cccs1	-1	-4	1.1	21	-3.4	-1.2	0	-11	-1.6

Gathered by group: the entries above with a cyano group
SMILES	NS3 helicase inh	GalR3 antag	V1R ag counter	PHOSPHO1 inh	IMP-1 inhibitor	OXTR ag	FID counter	GPR7 antagonist	VIM-2 inhibitor
CCOC(=O)c1ccc(S(=O)(=O)N2CCN(CCC#N)CC2)cc1	-1	6	0.4	26	-3.3	-0.5	3	-4	-1.1
COc1ccc(CNC(=O)/C(C#N)=C/c2cccc(OC)c2OC)cc1	-24	-8	2.4	25	-0.8	-1.2	-20	25	1.4
CCOC(=O)CSc1nccc(N(C)C)c1C#N	9	-1	1.5	0	-2.5	-0.1	-3	-9	-3.5
CCOc1nc2c(c(-c3cccs3)c1C#N)Cc1ccccc1-2	9	-5	1.2	-5	-3.1	-0.6	1	-13	-2.5
